Assay outcomes (PubChem)
Pf Dd2 inh: P. falciparum Dd2 growth inhibitors, primary screen, SYBR Green fluorescence, single dose replicates; 72 h; hits give low values; activity change, % at 10 µM; 94,000 compounds, 2.3% hits; AID 1159554, 2015; in the data active = activity change below about -80%
C diff growth: C. difficile growth inhibitors, primary screen, HTS; Clostridium difficile clinical isolate growth, OD600, 24 h; hits give low values; growth activity, negative = inhibition, % at 16 µg/mL (by protocol); 86,000 compounds, 0.25% hits; AID 1259249, 2017;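 active = mean growth activity at or below -80% and every replicate also at or below -80%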;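 also: 0% = DMSO wells and -100% = levofloxacin 16 µg/mL wells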
KDM4C inh: inhibitors of GASC-1 (KDM4C) histone demethylase, primary screen, biochemical, single concentration HTS; GST-KDM4C 2-372, H3K9me3 peptide, LANCE TR-FRET; Lysine-specific demethylase 4C (Homo sapiens), Q9H3R0; 96,000 compounds, 0.15% hits; inhibition, % at 12.5 µM;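 active = mean replicate inhibition above about 25%, with at least 55% of replicates also reaching it, limit read from the data, passing the limit was not always enough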
Target sequence (Q9H3R0 2-372 limits assumed): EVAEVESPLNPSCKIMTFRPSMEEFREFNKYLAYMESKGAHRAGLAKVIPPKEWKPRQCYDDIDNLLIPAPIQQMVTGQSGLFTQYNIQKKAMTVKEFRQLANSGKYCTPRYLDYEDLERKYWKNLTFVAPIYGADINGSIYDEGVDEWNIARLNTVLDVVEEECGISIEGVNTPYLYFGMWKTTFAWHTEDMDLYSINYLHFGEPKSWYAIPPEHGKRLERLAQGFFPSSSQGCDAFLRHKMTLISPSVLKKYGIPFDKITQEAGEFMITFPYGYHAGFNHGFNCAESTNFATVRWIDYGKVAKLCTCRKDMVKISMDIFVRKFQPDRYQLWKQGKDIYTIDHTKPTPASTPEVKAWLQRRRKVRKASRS
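reagent = H3K9me3 peptide substrate, Fe(II), 2-oxoglutarate | system = GST-tagged GASC-1 (JMJD2C) catalytic fragment, aa 2-372 | amount = enzyme final amount 10 nM | read-out = Fall in 671/618 emission ratio as inhibition | medium = HEPES buffer, pH 7.5, plus ascorbate | schedule = 30 min reaction, 60 min detection, RT | measured by = LANCE TR-FRET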
Tcruzi prolif: T. cruzi intracellular proliferation inhibitors, primary screen, cell-based, beta-gal Tulahuen parasites, NIH3T3 host, luminescence; 77,000 compounds, 5.9% hits; T. cruzi beta-gal in NIH3T3, GalScreen luminescence, 90 h; inhibition, % at 8.34 µM;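 active = mean inhibition above about 93%, with at least 55% of replicates each passing it, limit read from the data, passing the limit was not always enough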
Starred values were filed as active, the others as inactive; · = no result given; & = joins results of further samples.

Codes – A = Pf Dd2 inh; B = C diff growth; C = KDM4C inh; D = Tcruzi prolif
COc1ccc(NC(=O)N(C)C[C@@H]2OCCCC[C@H](C)Oc3ccc(NS(C)(=O)=O)cc3C(=O)N([C@@H](C)CO)C[C@H]2C)cc1
  A = -6	B = 7	C = -0.2	D = ·
Cc1noc(C)c1NC(=O)N(C)C[C@H]1Oc2ccc(NC(=O)Nc3cccc4ccccc34)cc2C(=O)N([C@H](C)CO)C[C@H]1C
  A = 24	B = -2	C = 0.6	D = 5
CNC[C@@H]1Oc2c(NC(=O)Nc3ccc(C(F)(F)F)cc3)cccc2C(=O)N([C@H](C)CO)C[C@@H]1C
  A = 17	B = 13	C = -1.7	D = 6
Cc1noc(C)c1S(=O)(=O)N(C)C[C@H]1Oc2c(NC(=O)c3ccc(-c4nccs4)cc3)cccc2C(=O)N([C@H](C)CO)C[C@H]1C
  A = -60	B = ·	C = -0.3	D = 66
O=C(c1ccccc1F)N1CC2(C1)[C@H](c1ccccc1)[C@H](CO)N2CC1CCOCC1
  A = -21	B = -4	C = 0.0	D = ·
CN(C)C(=O)C[C@@H]1CC[C@H](NC(=O)C2CCC2)[C@@H](CO)O1
  A = 3	B = -3	C = -0.6	D = 10
C[C@@H]1CN([C@@H](C)CO)S(=O)(=O)c2ccc(-c3ccncc3)cc2O[C@@H]1CN(C)C(=O)C1CC1
  A = 6	B = 0	C = -0.2	D = 92
C[C@@H]1CN([C@@H](C)CO)C(=O)c2cc(C3=CCCC3)cnc2O[C@@H]1CN(C)C(=O)C1CCOCC1
  A = 28	B = 1	C = 1.6	D = ·
CO[C@@H]1CN(C)C(=O)c2cc(NS(C)(=O)=O)ccc2OC[C@H](C)N(S(C)(=O)=O)C[C@@H]1C
  A = 58	B = -3	C = 0.2	D = ·
CCC(=O)Nc1ccc2c(c1)OC[C@H](C)N(C(=O)c1ccccc1F)C[C@@H](C)[C@H](OC)CN(C)C2=O
  A = ·	B = 1	C = -0.6	D = 3
C/C=C/c1ccc(C2[C@@H]3CN(S(=O)(=O)c4ccccc4)C[C@H]2N3)cc1 (stereo partly specified)
  A = -40	B = 1	C = 0.2	D = ·
O=C(N[C@@H]1CC[C@H](CC(=O)N2CCCCC2)O[C@@H]1CO)c1cccc(F)c1
  A = 12	B = 1	C = -0.3	D = 19
C[C@H](CO)N1C[C@H](C)[C@H](CN(C)C(=O)CN2CCOCC2)Oc2ncc(C3=CCCC3)cc2C1=O
  A = -30	B = 3	C = 1.2	D = 70
COc1cccc(-c2ccc3c(c2)O[C@@H](CN(C)Cc2cccnc2)[C@@H](C)CN([C@@H](C)CO)S3(=O)=O)c1
  A = -28	B = -3	C = 0.3	D = 95*
C/C=C/c1cnc2c(c1)C(=O)N([C@@H](C)CO)C[C@@H](C)[C@H](CN(C)Cc1ccc(F)cc1)O2
  A = -39	B = 4	C = -2.3	D = 4
COC(=O)C[C@H]1C[C@@H]2c3cc(NC(=O)Nc4ccc(C(F)(F)F)cc4)ccc3O[C@@H]2[C@@H](CO)O1
  A = -37	B = -8	C = -2.5	D = 104*
C[C@@H]1CN([C@@H](C)CO)C(=O)c2cc(NS(=O)(=O)c3cccs3)ccc2O[C@H]1CN(C)Cc1ccncc1
  A = 14	B = -2	C = 0.4	D = -130
CC(C)NC(=O)Nc1ccc2c(c1)C(=O)N([C@@H](C)CO)C[C@H](C)[C@@H](CN(C)S(=O)(=O)c1ccc(Cl)cc1)OCCCC[C@H](C)O2
  A = -71	B = -4	C = -1.0	D = 76
COc1ccc(S(=O)(=O)Nc2ccc3c(c2)C(=O)N([C@@H](C)CO)C[C@@H](C)[C@H](CN(C)Cc2ccc4c(c2)OCO4)OCCCC[C@H](C)O3)cc1
  A = -53	B = -1	C = 0.0	D = 100*
CCC(=O)Nc1ccc2c(c1)C(=O)N(C)[C@@H]1CC[C@H](CC(=O)N[C@H](C)c3ccccc3)O[C@H]1CO2
  A = 1	B = 2	C = -1.4	D = 12
O=C(C[C@H]1C[C@H]2c3cc(NC(=O)C4CCOCC4)ccc3O[C@H]2[C@@H](CO)O1)NCc1ccccc1
  A = -1	B = 1	C = -0.4	D = -11
Cc1noc(C)c1S(=O)(=O)N(C)C[C@@H]1OCCCC[C@H](C)Oc2ccc(NS(=O)(=O)c3ccccc3)cc2C(=O)N([C@@H](C)CO)C[C@H]1C
  A = -58	B = -2	C = 0.1	D = 89
CCNC(=O)C[C@@H]1C=C[C@@H](NC(=O)C2CCOCC2)[C@H](CO)O1
  A = 5	B = 11	C = 0.3	D = -4
C[C@H](CO)N1C[C@H](C)[C@H](CN(C)C(=O)Nc2ccc(C(F)(F)F)cc2)OCCCC[C@H](C)Oc2ccc(NS(C)(=O)=O)cc2C1=O
  A = -38	B = 5	C = -1.0	D = 108*
C[C@H]1CN([C@@H](C)CO)C(=O)Cc2cc(NC(=O)C3CCCCC3)ccc2O[C@@H]1CN(C)C(=O)NC1CCCCC1
  A = 17	B = 1	C = 0.3	D = 23

Some of these compounds in order of their number in KDM4C inh, largest number first:
| structure | KDM4C inh |
| --- | --- |
| C[C@@H]1CN([C@@H](C)CO)C(=O)c2cc(C3=CCCC3)cnc2O[C@@H]1CN(C)C(=O)C1CCOCC1 | 1.6 |
| Cc1noc(C)c1NC(=O)N(C)C[C@H]1Oc2ccc(NC(=O)Nc3cccc4ccccc34)cc2C(=O)N([C@H](C)CO)C[C@H]1C | 0.6 |
| CO[C@@H]1CN(C)C(=O)c2cc(NS(C)(=O)=O)ccc2OC[C@H](C)N(S(C)(=O)=O)C[C@@H]1C | 0.2 |
| CN(C)C(=O)C[C@@H]1CC[C@H](NC(=O)C2CCC2)[C@@H](CO)O1 | -0.6 |
| CC(C)NC(=O)Nc1ccc2c(c1)C(=O)N([C@@H](C)CO)C[C@H](C)[C@@H](CN(C)S(=O)(=O)c1ccc(Cl)cc1)OCCCC[C@H](C)O2 | -1.0 |

Of the compounds above, these have fluorine.
Codes – A = Pf Dd2 inh; B = C diff growth; C = KDM4C inh; D = Tcruzi prolif
CNC[C@@H]1Oc2c(NC(=O)Nc3ccc(C(F)(F)F)cc3)cccc2C(=O)N([C@H](C)CO)C[C@@H]1C
  A = 17	B = 13	C = -1.7	D = 6
O=C(c1ccccc1F)N1CC2(C1)[C@H](c1ccccc1)[C@H](CO)N2CC1CCOCC1
  A = -21	B = -4	C = 0.0	D = ·
CCC(=O)Nc1ccc2c(c1)OC[C@H](C)N(C(=O)c1ccccc1F)C[C@@H](C)[C@H](OC)CN(C)C2=O
  A = ·	B = 1	C = -0.6	D = 3
O=C(N[C@@H]1CC[C@H](CC(=O)N2CCCCC2)O[C@@H]1CO)c1cccc(F)c1
  A = 12	B = 1	C = -0.3	D = 19
C/C=C/c1cnc2c(c1)C(=O)N([C@@H](C)CO)C[C@@H](C)[C@H](CN(C)Cc1ccc(F)cc1)O2
  A = -39	B = 4	C = -2.3	D = 4
COC(=O)C[C@H]1C[C@@H]2c3cc(NC(=O)Nc4ccc(C(F)(F)F)cc4)ccc3O[C@@H]2[C@@H](CO)O1
  A = -37	B = -8	C = -2.5	D = 104*
C[C@H](CO)N1C[C@H](C)[C@H](CN(C)C(=O)Nc2ccc(C(F)(F)F)cc2)OCCCC[C@H](C)Oc2ccc(NS(C)(=O)=O)cc2C1=O
  A = -38	B = 5	C = -1.0	D = 108*

Additional compounds
Codes – A = Pf Dd2 inh; B = C diff growth; C = KDM4C inh; D = Tcruzi prolif
C[C@@H]1CN([C@@H](C)CO)C(=O)c2cc(-c3cccc(C#N)c3)cnc2O[C@@H]1CN(C)Cc1cncnc1
  A = 37	B = 0	C = 0.0	D = -12
C[C@@H]1CCCCO[C@@H](CN(C)Cc2ccc(C(F)(F)F)cc2)[C@H](C)CN([C@H](C)CO)C(=O)c2cc(NC(=O)Nc3ccc4c(c3)OCO4)ccc2O1
  A = -6	B = ·	C = -1.3	D = 79
O=C(C[C@@H]1C=C[C@H](NC(=O)Nc2ccc3c(c2)OCO3)[C@H](CO)O1)NCCCN1CCOCC1
  A = 10	B = 1	C = -1.0	D = ·
CCCNC(=O)N1[C@@H]2c3ccc(-c4cccc(OC)c4)c(=O)n3C[C@H]1[C@H](CO)[C@H]2C(=O)NC1CCC1
  A = ·	B = 3	C = -1.0	D = 9
C[C@H]1CN([C@@H](C)CO)S(=O)(=O)c2ccc(-c3cccc(C#N)c3)cc2O[C@@H]1CN(C)C(=O)c1cccnc1
  A = -39	B = -3	C = 0.6	D = 59
CO[C@H]1CN(C)C(=O)c2cc(NC(=O)C3CC3)ccc2OC[C@@H](C)N(CCc2ccccc2)C[C@@H]1C
  A = -37	B = -21	C = -1.0	D = -30
C[C@H]1CN([C@@H](C)CO)C(=O)c2cc(NC(=O)CCCN(C)C)ccc2O[C@@H]1CN(C)S(=O)(=O)c1ccccc1
  A = -4	B = 1	C = 1.3	D = -11
C[C@@H]1CN([C@@H](C)CO)C(=O)Cc2cc(NC(=O)CCCN(C)C)ccc2O[C@H]1CN(C)Cc1ccncc1
  A = 3	B = -1	C = 1.7	D = 64
C[C@H](CO)N1C[C@H](C)[C@H](CN(C)C(=O)c2cccnc2)Oc2ncc(Br)cc2C1=O
  A = 18	B = 6	C = 1.0	D = 51
O=C(NC1CCCC1)N[C@H]1CC[C@@H](CC(=O)N2CCOCC2)O[C@H]1CO
  A = 1	B = 2	C = 2.8	D = ·
C[C@H](CO)N1C[C@H](C)[C@H](CN(C)Cc2ccc(F)cc2)Oc2ncc(C3=CCCC3)cc2C1=O
  A = 7	B = 14	C = 5.3	D = -8
C[C@@H]1CN([C@@H](C)CO)C(=O)Cc2cc(NC(=O)Nc3ccc(F)cc3)ccc2O[C@@H]1CN(C)Cc1ccc(Oc2ccccc2)cc1
  A = 19	B = 22	C = -3.5	D = 80
CCNC(=O)C[C@H]1CC[C@@H]2[C@H](COC[C@@H](O)CN2C(=O)c2cc(Cl)cc(Cl)c2)O1
  A = 10	B = 1&-3	C = 1.2	D = ·
CC(C)CC#Cc1cnc2c(c1)C(=O)N([C@H](C)CO)C[C@@H](C)[C@H](CN(C)C(=O)c1cccnc1)O2
  A = -42	B = -3	C = 12	D = 11
Cc1noc(C)c1NC(=O)N(C)C[C@@H]1Oc2ccc(NC(=O)C3CC3)cc2CC(=O)N([C@@H](C)CO)C[C@@H]1C
  A = 19	B = 7	C = -2.6	D = -1
COc1ccc2c3c([nH]c2c1)[C@@H](CO)N(C(C)=O)CC31CCN(S(=O)(=O)c2ccccc2)CC1
  A = -70	B = -16	C = -0.8	D = ·
CC(C)NC(=O)N(C)C[C@H]1Oc2cc(-c3cccnc3)ccc2S(=O)(=O)N([C@H](C)CO)C[C@H]1C
  A = 19	B = -1	C = 1.0	D = -5
C[C@H]1CN([C@@H](C)CO)S(=O)(=O)c2ccc(C#Cc3ccccc3)cc2O[C@@H]1CN(C)C(=O)c1ccccn1
  A = -77	B = -11	C = ·	D = ·
Cc1ccc(S(=O)(=O)N(C)C[C@@H]2Oc3c(NC(=O)CCCCCC(=O)Nc4ccccc4N)cccc3C(=O)N([C@H](C)CO)C[C@@H]2C)cc1
  A = -76	B = -5	C = -0.2	D = ·
C[C@@H](NC(=O)C[C@H]1CC[C@H]2[C@@H](COC[C@H](O)CN2C)O1)c1ccccc1
  A = 31	B = -3&-6	C = 0.8	D = -65
N#C[C@@H]1[C@H](c2ccc(C#CC3CCCCC3)cc2)[C@@H](CO)N1C(=O)Cc1ccccn1
  A = -76	B = 12	C = 0.2	D = 99*
C[C@@H]1CN([C@@H](C)CO)C(=O)c2cc(NS(=O)(=O)c3ccc(Cl)cc3)ccc2O[C@@H](C)CCCCO[C@@H]1CN(C)C(=O)NC1CCCCC1
  A = 2	B = 1	C = -0.1	D = 90
C[C@@H]1CN([C@@H](C)CO)C(=O)c2cc(-c3ccc(F)cc3)cnc2O[C@H]1CN(C)C(=O)c1ccc(F)cc1
  A = ·	B = -5	C = -0.7	D = 8
CCCNC(=O)N(C)C[C@H]1Oc2ncc(C#C[C@H](C)O)cc2C(=O)N([C@@H](C)CO)C[C@H]1C
  A = 28	B = -2	C = 0.1	D = 19
CC(C)NC(=O)N1C[C@@H]2[C@H](c3ccccc31)[C@@H](CO)N2C(=O)c1cccnc1
  A = -1	B = -3	C = 0.6	D = 84
CCC(=O)NC[C@@H]1[C@@H](c2ccc(-c3ccc(F)cc3)cc2)[C@@H](CO)N1C(=O)CC
  A = -11	B = -9	C = -2.1	D = ·
